hcGAS lum – inhibitors of human cGAS; Q8N884; recombinant h-cGAS, ATP depletion, Kinase-Glo luminescence; inhibition, % at 12.5 µM; 290,000 tested, 0.081% active; AID 1259398;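 note: 0% = vehicle reaction and 100% = reaction without DNA for no activity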
Target sequence (Q8N884 whole entry, looked up): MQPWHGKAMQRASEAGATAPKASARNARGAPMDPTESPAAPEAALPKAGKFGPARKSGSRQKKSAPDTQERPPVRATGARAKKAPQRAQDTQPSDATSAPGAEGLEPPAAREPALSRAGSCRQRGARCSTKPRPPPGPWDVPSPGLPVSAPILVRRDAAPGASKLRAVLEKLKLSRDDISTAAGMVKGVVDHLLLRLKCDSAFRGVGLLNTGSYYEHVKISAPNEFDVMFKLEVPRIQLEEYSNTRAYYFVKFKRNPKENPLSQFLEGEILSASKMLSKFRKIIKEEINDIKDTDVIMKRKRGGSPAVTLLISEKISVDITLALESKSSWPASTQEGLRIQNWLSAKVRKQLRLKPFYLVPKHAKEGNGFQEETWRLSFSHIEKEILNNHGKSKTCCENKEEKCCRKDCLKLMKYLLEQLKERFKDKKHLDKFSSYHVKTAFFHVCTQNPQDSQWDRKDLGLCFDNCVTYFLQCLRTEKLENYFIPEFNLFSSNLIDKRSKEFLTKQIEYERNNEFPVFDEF
mcGAS lum – blocks mouse cGAS activity. Q8C6L5. recombinant cGAS, Kinase-Glo ATP depletion luminescence. inhibition, % at 12.5 µM. 160,000 tested, 0.15% active;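 note: 0% = negative control wells and 100% = reference inhibitor with no enzyme activity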
NPYLR7 ag – mosquito NPYLR7 agonism; activation, % at 10 µM; AID 1259423; HEK293T NPYLR7/Galpha15, GCaMP6s calcium fluorescence; 270,000 tested, 0.15% active; in the data active = activation above about 40%;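 note: 0% = vehicle and 100% = reference agonist at the receptor; some compounds past the cut are filed as inactive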
Starred values were filed as active, the others as inactive; / = not tested or not shown. Cut-off read from the data, not from the text of the source, unless noted: active = inhibition above about 40%; inactive = the rest.

SMILES | hcGAS lum | mcGAS lum | NPYLR7 ag
O=C(COC(=O)c1ccc2c(c1Cl)C(=O)c1ccccc1C2=O)NC1CC1 | -6.3 | -15.7 | -5.4
CC1CN(C(=O)c2ccc(CNC(=O)c3cccs3)cc2)CC(C)O1 (centres undefined) | -16.4 | / | 7.0
Cc1cc(C)cc(-n2c(C)c(C)n3c4c(=O)n(CCCO)c(=O)n(C)c4nc23)c1 | -5.6 | -10.7 | 2.6
Cc1ccc(-n2nnnc2-c2cnc(-c3cnccn3)nc2C(F)(F)F)cc1 | 2.0 | / | 5.5
N#Cc1cccc(CS(=O)(=O)c2nccn2-c2ccccc2)c1 | -5.9 | / | 2.7
CC(C)CSc1nnc(CCNC(=O)C2CC2)n1C | -8.3 | / | 3.5
Cc1cc(=O)oc2cc(NC(=S)NNC(=O)Cc3cccs3)ccc12 | -5.5 | / | -12.5
O=C(CN[C@H]1CCCN(Cc2ccccc2)C1)Nc1cnccn1 | -3.9 | / | 2.3
CSc1ccc(C=NN2CCN(C3c4ccccc4-c4ccccc43)CC2)cc1 | -6.9 | -5.6 | 3.7
Cc1ccc2cc(CCNC(=O)C3CC3)c(=O)[nH]c2c1C | -10.3 | / | 0.2
COc1ccccc1C1CN(Cc2c(C)nn(C)c2Cl)Cc2ccccc2O1 (centres undefined) | 0.1 | -9.6 | 6.6
CCOc1nc(-c2ccc3c(c2)OCO3)n(-c2ccc(NC(=O)c3ccc4ccccc4c3)cc2)n1 | 1.0 | -5.9 | /

Full records, quoted from the list:
O=C(COC(=O)c1ccc2c(c1Cl)C(=O)c1ccccc1C2=O)NC1CC1 is listed as hcGAS lum = -6.3; mcGAS lum = -15.7; NPYLR7 ag = -5.4
CC1CN(C(=O)c2ccc(CNC(=O)c3cccs3)cc2)CC(C)O1 (centres undefined) is listed as hcGAS lum = -16.4; mcGAS lum = /; NPYLR7 ag = 7.0

(further entries)
SMILES | hcGAS lum | mcGAS lum | NPYLR7 ag
CC(=O)Nc1ccc(NC(=O)CSc2ccc(-c3ccc(-n4ccnc4)cc3)nn2)cc1 | 2.8 | 0.9 | -10.8
O=c1ccn([C@@H]2O[C@H](COP(=O)(O)OP(=O)(O)OP(=O)(O)O)[C@@H](O)[C@H]2O)c(=O)[nH]1 | 2.3 | -2.5 | -9.4
CCOCCCn1c(SCc2nc(-c3cccc(F)c3)oc2C)nc2cc(C(=O)OCC)ccc21 | 0.9 | 0.5 | 2.7
Cc1ccc(-n2c(SCC(=O)NC3CCCC3)nc3ccccc3c2=O)nc1 | -3.9 | / | -7.3
COCOc1cccc(CN2CCC2(C)C(=O)Nc2cnc3ccccc3c2)c1 (centres undefined) | -13.1 | / | 2.4
CCc1nc(N2CCN(S(=O)(=O)c3ccc(F)cc3)CC2)c2ccc(Cl)cc2n1 | -1.9 | -5.1 | -2.0
CCCCN1C(=O)NC(=O)/C(=C/c2ccc(N(C)C)cc2)C1=O | -2.3 | -5.2 | -5.4
CC1CCN(CCCNS(=O)(=O)c2ccc(Cl)cc2F)CC1 | -5.3 | -9.1 | 0.1
COCC(NC(=O)c1cc(-c2ccccc2Cl)oc1C)c1ccccn1 (centres undefined) | -0.2 | -11.8 | 13.2
Cn1c(COc2cccc3ccccc23)nc2ccccc21 | -4.7 | / | 5.7
CC1CCCCN1Cc1nc2c(c(=O)n(C)c(=O)n2C)n1Cc1c(F)cccc1Cl (centres undefined) | -0.7 | / | -5.3
O=C(Cn1nnc(-c2cccs2)n1)c1ccc[nH]1 | -2.8 | / | -3.4
O=C(NCC1CCCN(C(=O)Nc2ccccc2-c2ccccc2)C1)c1ccco1 (centres undefined) | -8.7 | / | 0.6
COCCCC1CCCCN1C(=O)CCCc1cn[nH]c1 (centres undefined) | -12.9 | -4.9 | /
CC(c1nccs1)N(C)Cc1nc(-c2ccco2)no1 (centres undefined) | -4.8 | / | 4.0
Cc1cc(=O)n2c(n1)NC(N1CCCCC1)=NC2C1CC=CCC1 (centres undefined) | 1.9 | -5.0 | 3.6
O=C(NCc1c(-c2ccc(Cl)cc2)nc2n1CCS2)c1cccnc1 | -2.1 | -1.2 | -1.9
COCc1nn2c(nnc3c(=O)n(Cc4ccc(OC)cc4)ccc32)c1-c1ccc(F)cc1 | -2.1 | / | -6.2
Cn1cc(CN2C[C@@H](CO)[C@H](NC(=O)C3CCC3)C2)cn1 | -3.4 | -4.9 | /
N#CCCN(CC1CCCO1)C(=O)c1cc2ccccc2[nH]1 (centres undefined) | -9.3 | / | 11.9
CN(C)n1ccc2c(nnc3c(-c4ccc(Cl)cc4)cnn32)c1=O | -12.3 | / | -0.3
CCCCN(C(C)=O)c1c(CC)nc2ccc(C(=O)N(C)Cc3ccco3)cn12 | 1.9 | 2.0 | -7.8
O=C1NC2(CCCC2)C(=O)N1CN1CCN(S(=O)(=O)c2cccc(C(F)(F)F)c2)CC1 | -2.4 | -8.9 | 8.4
CCn1c(-c2cccc(Cl)c2)n[nH]c1=S | 0.0 | -2.5 | -5.5
O=C(c1ccnc(NC2CC2)c1)N1CCCC1Cc1ccccc1 (centres undefined) | -8.6 | / | 8.2
CCOC(=O)[C@H]1C[C@@H]2NCCCCCCNC(=O)[C@@H]2C1 | -5.5 | -3.4 | /
O=C(CNc1ccc2ccccc2c1)N/N=C\c1cc2ccccc2nc1Cl | 0.5 | 11.5 | 12.9
O=c1c2c3c(sc2[nH]c(=S)n1CC1CCCO1)CCCC3 (centres undefined) | -0.5 | 6.9 | -1.2
COc1nc2ccccc2cc1C1CC(=O)Nc2n[nH]c(C3CCC3)c21 (centres undefined) | -3.6 | / | 13.6
CCOC(=O)N1CCN(C(=O)c2cc(-c3cccc(OC)c3)nc3cc(C(C)(C)C)nn23)CC1 | -1.6 | 0.4 | -11.2
Cc1ccc(Nc2nc(NCCO)nc3c2cnn3-c2ccccc2)cc1C | -2.5 | -5.1 | 1.5
Cc1cccnc1C(=O)N1CC[C@H](O)C[C@@H]1C(=O)O | 0.9 | / | -3.1
Cc1noc(C(C)OC(=O)C2CC(=O)N(Cc3ccccc3)C2)n1 (centres undefined) | -7.7 | / | 11.8
CC(=NCc1ccccc1)c1c(O)[nH]c(=O)[nH]c1=O | 4.0 | 1.4 | -3.6
COCCCN1C(=O)c2ccc(C(=O)Nc3nc(-c4ccccc4)cs3)cc2C1=O | -4.0 | / | -10.0
N#CC1C(=N)Oc2n[nH]c(-c3ccccc3)c2C1c1ccc(O)cc1 (centres undefined) | -7.3 | / | -2.0
CCOCCn1c(=NC(=O)c2ccnn2C)sc2cc(OCC)ccc21 | -9.0 | -8.0 | /
Cc1nc2c(c(C)nn2C(C)(C)C)c(C)c1CCC(=O)NCC1CCN(C2CCCC2)C1 (centres undefined) | -6.3 | -5.9 | /
CN(CC(=O)N1CC(C)(C)C1c1ccccc1)S(=O)(=O)c1ccc(Br)cc1 (centres undefined) | -1.0 | / | 5.4
CCc1cnc2c(c1N1CCC(Cc3ccccc3)CC1)c(=O)n(C)c(=O)n2C | -3.5 | / | 5.7
COC(=O)C1=C(C)N(C)C(=O)NC1c1ccc2c(c1)OCO2 (centres undefined) | 1.4 | 0.7 | -7.7
O=C(Cc1ccc(F)cc1)Nc1cccc(C2SCC(=O)N2c2ccc(C(F)(F)F)cc2)c1 (centres undefined) | -4.2 | -6.0 | 5.2
Cn1nc([N+](=O)[O-])nc1Oc1ccc(Br)cc1 | -9.6 | / | -0.6
Cc1ccc(C)c(S(=O)(=O)CCN2CCN(Cc3ccccc3F)CC2)c1 | -5.5 | / | 3.1
Cc1cnc(C(=O)N(C)C(C)C(C)(C)C)cn1 (centres undefined) | -8.7 | / | 15.6
CN(C)CCCOc1ccc(-c2nnc3ccc(-c4cccc(C(=O)NCCO)c4)cn23)cc1 | -4.9 | -6.8 | 11.2
Cc1cc2nc(C)c(CCC(=O)NC3CCCCC3C)c(C)n2n1 (centres undefined) | -0.4 | / | 0.2
OC1CC(c2cc(F)ccc2F)N(CCOc2ccc(F)cc2)C1 (centres undefined) | -3.5 | -1.6 | -0.9
O=C(c1nnc2n1CCN(Cc1cc3ccccc3o1)C2)N1CCOCC1 | -5.1 | / | 9.0
Cc1ccc(CC2(NC(=O)C3CNCCO3)CC2)cc1 (centres undefined) | -6.0 | / | -10.6
Cn1c(Cn2c(=O)sc3ccccc32)nnc1SCc1ccccn1 | -4.1 | / | 10.2
O=[N+]([O-])c1cccc(NN=C2c3ccccc3-c3ccccc32)c1 | -9.7 | -7.0 | -6.3
Fc1ccc(C2CCCCN2Cc2nc(CC3CC3)no2)cc1 (centres undefined) | -0.3 | -3.4 | -1.7
CCOC(=O)C1CCCN(C(=O)c2ccc(CSc3nc(Cl)cc(N(C)Cc4ccccc4)n3)cc2)C1 (centres undefined) | 0.3 | -3.8 | 11.8
Cc1cc(N2CCCC2)c(F)cc1/C=C\[N+](=O)[O-] | -11.0 | -2.2 | 8.6
CC(=O)OC(C(=O)N1CCC(c2nc(-c3ccc(C(F)(F)F)cc3)no2)CC1)c1ccccc1 (centres undefined) | -6.3 | -4.6 | 4.0
O=C(CC1CNCCO1)NCc1cnn2ccccc12 (centres undefined) | -0.5 | / | 5.3
CN(C)C(=O)CCCS(=O)(=O)c1nnc(-c2cccs2)n1C1CC1 | -4.0 | / | 2.9
Cc1cccnc1CC(C)NC(=O)Cn1c(=O)cc(C)c2ccccc21 (centres undefined) | -6.3 | / | -9.9
O=C(Oc1c(-c2ccccc2)c(=O)n2c3c(cccc13)CC2)c1ccco1 | 11.2 | / | -4.7
(continued)
SMILES | hcGAS lum | mcGAS lum | NPYLR7 ag
CN(C(=O)Nc1cccnc1N1CCCCC1)C1CCN(C2CC2)C1 (centres undefined) | -10.3 | -4.5 | 5.3
CN(C)CCn1c(C#N)cc2ccccc21 | -0.4 | / | 21.2
Cc1cc(C(=O)N2CCOC(COCc3ccc(F)cc3Cl)C2)co1 (centres undefined) | -4.3 | -6.8 | 20.3
CCOC(=O)CSc1nc(-c2ccc(C)cc2C)cc(-c2ccccc2)c1C#N | -0.6 | -2.9 | -2.3
CC(C)CNC(=O)c1cc(NC(=O)Nc2ccc(Cl)c(Cl)c2)ccc1N(C)C | -5.2 | -5.0 | -8.3
COc1ccc(COCC(O)CN(C)C(C)c2ccccc2)cc1 (centres undefined) | -6.7 | / | -1.1
COCCN(Cc1cccc(F)c1)Cc1ccc(C(C)(C)O)o1 | -0.9 | -2.8 | -3.6
Cc1ccccc1-c1csc(NC(=O)C2CNC(=O)N2)n1 (centres undefined) | -9.0 | / | -1.2
CCCCOc1c(I)cc(CNCCN(C)C)cc1OCC | -6.0 | / | -4.9
O=C(c1c[nH]n2ccnc12)N1CC[C@@H](c2ccc3ccccc3c2)[C@H](O)C1 | -3.8 | / | -2.2
O=C(Cc1csc(NC(=O)c2ccc[nH]c2=O)n1)Nc1ccc(OC(F)(F)F)cc1 | 0.7 | -6.4 | 2.0
O=C(NCCN=C1NS(=O)(=O)c2ccccc21)c1cccc2ccccc12 | -2.1 | -6.6 | -0.9
CCOC(=O)Nc1ccc2c(c1)C(=O)Nc1ccccc1O2 | -3.7 | / | 6.7
CCc1ccccc1-c1ccc2cc[nH]c(=O)c2c1 | -4.3 | -8.6 | 3.4
Cc1ccccc1CC1(CO)CCCN(C(=O)Cc2c(F)ccc(F)c2F)C1 (centres undefined) | 1.4 | / | 8.2
CCOCCCN(CC(=O)N(Cc1cccn1Cc1ccccc1Cl)CC(C)C)S(=O)(=O)c1ccc(Br)cc1 | -3.3 | -5.7 | 4.6
O=P(CCC(F)(F)F)(CCC(F)(F)F)CCC(F)(F)F | 3.4 | / | -12.5
Cc1c(C(=O)N2CC(C)OC(C)C2)cc(-c2ccc(Cl)cc2)n1-c1ccccc1 (centres undefined) | -8.2 | -4.9 | 7.0
CCCNC(=O)c1cc(C2CCCCN2C(=O)OCCF)on1 (centres undefined) | -10.6 | -8.9 | 3.8
Cc1ccc(C)c(Cn2c(=O)c3c(nc4n3CCN4Cc3ccco3)n(C)c2=O)c1 | -10.5 | -8.0 | /
CC(=O)c1ccc(NC(=O)CN(C(=O)N2CCN(C)CC2)S(=O)(=O)c2ccc(C)cc2)cc1 | -9.9 | -9.6 | 0.1
NC(=O)Nn1c(CCC(=O)O)ccc1-c1ccc(Br)cc1 | -1.4 | -7.8 | -1.4
COc1cc(OC)nc(C(NC(=O)C2CCN(CCOc3ccc(Cl)cc3)CC2)c2ccc(F)cc2)n1 (centres undefined) | -4.6 | -3.3 | 6.3
CCN(CC)C(=O)C(=O)N1CCc2nc(N(C)C)[nH]c(=O)c2CC1 | 0.6 | / | -0.7
COc1ccc(C(=O)N2CCC2(C)C(=O)NC(C)C)c(OC)c1 (centres undefined) | 2.3 | -2.2 | -3.3
Cc1cc(N2CCN(C/C=C/c3ccccc3)CC2)nc(SCc2ccc(C(=O)NCc3ccncc3)cc2)n1 | -9.7 | -6.3 | 11.9
COc1cc(-c2ccnc(N3CCN(S(=O)(=O)c4ccc(F)cc4Cl)CC3)n2)cc(OC)c1OC | -1.6 | -4.6 | -4.5
Cc1cccc(CN2CCN(C(=O)CC3=CCNCC3)C(C)C2=O)c1 (centres undefined) | -6.5 | / | 0.4
C=CCNC(=O)COc1cccc2ccccc12 | 4.6 | 3.1 | -1.1

Among those listed so far, these have two or more sulfur atoms:
SMILES | hcGAS lum | mcGAS lum | NPYLR7 ag
Cc1cc(=O)oc2cc(NC(=S)NNC(=O)Cc3cccs3)ccc12 | -5.5 | / | -12.5
O=c1c2c3c(sc2[nH]c(=S)n1CC1CCCO1)CCCC3 (centres undefined) | -0.5 | 6.9 | -1.2
Cn1c(Cn2c(=O)sc3ccccc32)nnc1SCc1ccccn1 | -4.1 | / | 10.2
CN(C)C(=O)CCCS(=O)(=O)c1nnc(-c2cccs2)n1C1CC1 | -4.0 | / | 2.9

Source: PubChem BioAssay (Fisher Drug Discovery Resource Center)
